Thrombin inh – human alpha-thrombin inhibitors, primary screen, counter-screen for coagulation protease inhibitor project, biochemical, 1536-well, fluorogenic AMC substrate | inhibition, % at 5 µM | 220,000 compounds, 0.26% hits | Boc-VPR-AMC fluorogenic substrate cleavage | AID 1046, 2008;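 active means inhibition at or above 40%; inactive means inhibition below 40%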;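 further: 0% = enzyme with no compound and 100% = wells without enzyme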
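Material: human alpha-thrombin protein; Also added: Boc-VPR-AMC substrate, 15 µM final; Timing: enzyme reaction carried out at room temperature; Signal: fluorescence, ex 355 nm, em 460 nm; Measure: % inhibition of thrombin; Controls: enzyme without compound as high, wells lacking enzyme as low.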
Runt-SMMHC FRET – inhibitors of RUNX1 Runt–CBFb-SMMHC binding, primary screen, biochemical, FRET, Cerulean-Runt, Venus-CBFb-SMMHC, uHTS | AID 1434, 2008 | Cerulean-Runt/Venus-CBFb-SMMHC FRET ratio 530/480, 1 h | inhibition, % at 20 µM | 220,000 compounds, 0.74% hits;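 active means mean inhibition across duplicate retests at 20 µM reaching about 50%, limit read from the data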;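 further: 0% = DMSO wells and 100% = wells with excess untagged CBFb-SMMHC; inhibitors lower the FRET ratio by blocking Runt binding to CBFb-SMMHC; some results filed as inactive read as strong as hits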
hK5 inh – human KLK5 protease inhibitors, primary screen, biochemical, 1536-well | 210,000 compounds, 0.59% hits | inhibition, % at 5 µM | recombinant hK5, fluorogenic AMC substrate cleavage | Kallikrein-5 (Homo sapiens), Q9Y337;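 active means inhibition of 40% or more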;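 further: 0% = enzyme controls without compound and 100% = no-enzyme blanks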
Target sequence (Q9Y337 67-293 limits assumed): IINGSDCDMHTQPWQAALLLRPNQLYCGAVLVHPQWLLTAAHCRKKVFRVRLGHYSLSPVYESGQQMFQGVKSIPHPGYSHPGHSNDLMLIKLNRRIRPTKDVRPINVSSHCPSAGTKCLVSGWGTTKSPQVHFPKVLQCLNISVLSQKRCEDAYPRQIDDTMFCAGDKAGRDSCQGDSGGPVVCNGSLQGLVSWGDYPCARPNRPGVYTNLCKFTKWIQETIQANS
Hck Nef HTS – inhibitors of Nef-activated human Hck kinase, primary screen, biochemical, Z-Lyte FRET, 384-well, Hck-YEEI. Tyrosine-protein kinase HCK (Homo sapiens), P08631. Recombinant Hck-YEEI plus Nef, Z-Lyte FRET kinase assay. inhibition, % at 20 µM. 220,000 compounds, 0.68% hits. AID 463187, 2010;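 active means Hck-Nef kinase inhibition above about 50%, limit read from the data; inactive means inhibition below that limit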;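 further: 0% = DMSO with Hck plus Nef and 100% = Hck alone without Nef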
FXIIa inh – human FXIIa protease inhibitors, primary screen, biochemical, 1536-well; purified FXIIa, Boc-QGR-AMC fluorogenic substrate, 2 h; inhibition, % at 5 µM; 220,000 compounds, 0.3% hits; in the data active means inhibition above about 40%;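 further: 0% = enzyme with no compound and 100% = blank without enzyme; many of its hits are not listed in these tables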
14-3-3 Bad inh – inhibitors of 14-3-3 zeta/Bad binding, primary screen, biochemical, TR-FRET, bovine 14-3-3 zeta; inhibition, % at 21.7 µM; AID 781, 2007; TR-FRET 14-3-3zeta/Dy647-pBad peptide displacement, 1 h; 220,000 compounds, 0.71% hits;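 active means inhibition above about 70%, limit read from the data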;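 further: 0% = full 14-3-3 plus peptide FRET controls and 100% = background without 14-3-3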
Target sequence (P63103 whole entry, looked up): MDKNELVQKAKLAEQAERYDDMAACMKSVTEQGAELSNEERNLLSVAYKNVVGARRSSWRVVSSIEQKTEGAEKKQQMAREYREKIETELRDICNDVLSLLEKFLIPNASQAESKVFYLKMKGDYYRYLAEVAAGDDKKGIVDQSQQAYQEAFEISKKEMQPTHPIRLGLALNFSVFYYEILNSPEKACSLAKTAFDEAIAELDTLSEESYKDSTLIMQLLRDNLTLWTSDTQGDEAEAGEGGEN
FXIa inh 1536 – human FXIa protease inhibitors, primary screen, biochemical, 1536-well. purified FXIa, Boc-Glu-Ala-Arg-AMC fluorogenic substrate. inhibition, % at 5 µM. 220,000 compounds, 0.14% hits;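 active means inhibition of at least 40%; inactive means inhibition below 40%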;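 further: fluorescence of freed AMC excited at 355 nm; 0% = enzyme without compound and 100% = no enzyme blank; many of its hits are not listed in these tables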
Target sequence (P03951 19-387 limits assumed): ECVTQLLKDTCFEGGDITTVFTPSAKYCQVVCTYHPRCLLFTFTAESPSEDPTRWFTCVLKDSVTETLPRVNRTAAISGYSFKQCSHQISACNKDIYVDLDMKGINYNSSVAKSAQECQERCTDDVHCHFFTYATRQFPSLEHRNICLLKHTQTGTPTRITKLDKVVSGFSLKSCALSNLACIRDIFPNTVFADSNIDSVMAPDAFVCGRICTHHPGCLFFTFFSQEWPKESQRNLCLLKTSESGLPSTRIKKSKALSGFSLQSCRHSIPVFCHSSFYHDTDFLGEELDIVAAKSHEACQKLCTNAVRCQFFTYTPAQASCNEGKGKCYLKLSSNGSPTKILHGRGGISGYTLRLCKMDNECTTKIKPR
Target sequence (P03951 388-625 limits assumed): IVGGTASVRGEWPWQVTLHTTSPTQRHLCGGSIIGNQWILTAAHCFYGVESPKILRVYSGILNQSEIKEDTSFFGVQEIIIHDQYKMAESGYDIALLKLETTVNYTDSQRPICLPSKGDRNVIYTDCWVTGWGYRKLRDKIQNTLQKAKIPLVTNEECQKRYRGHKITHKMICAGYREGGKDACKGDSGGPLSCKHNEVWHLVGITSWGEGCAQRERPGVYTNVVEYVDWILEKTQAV
Wee1 degr inh – Wee1 degradation inhibitors, primary screen, cell-based, HeLa, Wee1K328M-luciferase, luminescence | Wee1-like protein kinase (Homo sapiens), P30291 | HeLa Luc-Wee1K328M stability; 100% = proteasome inhibitor MG132 effect | reporter increase, % at 5 µM | 220,000 compounds, 1.2% hits | AID 1321, 2008;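 active means activation above the mean of all tested compounds plus 3 SD, set per screening run, cut at about 8.8% in these data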;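 further: cells exposed to compound for 20 h before luminescence read; 0% = DMSO alone and 100% = MG132 at 30 µM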
Runt-CBFb FRET – inhibitors of RUNX1 Runt–CBFb binding, primary screen, biochemical, FRET, Cerulean-Runt, Venus-CBFb, uHTS. Runt-related transcription factor 1 (Homo sapiens) + Core-binding factor subunit beta …. Cerulean-Runt/Venus-CBFb FRET ratio 530/480, 1 h. inhibition, % at 20 µM. 220,000 compounds, 0.46% hits;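 active means inhibition over about 50% at 20 µM in the single-dose screen, limit read from the data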;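 further: 0% = DMSO wells and 100% = excess unlabeled CBFb competitor control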
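System: Cerulean-labeled Runt domain protein | Quantity: 100 nM of each labeled protein | Schedule: 1 h compound exposure, room temperature | Detection: Fluorescence energy transfer, 422 nm excitation, 530/480 nm emission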
Active calls of the source: *; / = no result given; [ ] = another dose, or the depositor's remark.

SMILES | Thrombin inh | Runt-SMMHC FRET | hK5 inh | Hck Nef HTS | FXIIa inh | 14-3-3 Bad inh | FXIa inh 1536 | Wee1 degr inh | Runt-CBFb FRET
Cc1ccc(C)c(NC(=S)N(Cc2cccc(Br)c2)CC2CCC(C(=O)O)CC2)c1 (centres undefined) | -8 | 0 | -2 | 28 | 11 | -17 | 1 | 1 | -4
O=[N+]([O-])c1ccc(NCCCN2CCOCC2)c(Cl)c1 | -3 | 2 | -5 | 1 | 8 | 16 | 0 | 0 | -2
Cn1cc(C(=O)NCCO)c(=O)c2ccccc21 | 3 | 1 | -6 | -1 | 4 | -9 | -4 | 1 | 0
CCSc1cnc(-c2ccccc2)n1CC | -1 | -3 | -6 | -1 | 11 | 61[fluorescence artefact?] | -1 | 1 | -2
Cn1c(-c2cccc(Br)c2)n[nH]c1=O | -3 | -9 | -5 | -6 | 5 | -3 | -4 | -2 | 0
Cc1ccc(-n2c(SCC(=O)N3CCCC3)nc3c(c2=O)SCC3)cc1 | 1 | 2 | -16 | -2 | 8 | -1[fluorescence artefact?] | -1 | 0 | 0
CN1CCN(/C=C(\C#N)S(=O)(=O)c2ccc(Cl)cc2)CC1 | -4 | -5 | -1 | 1 | 6 | 52 | 2 | 3 | -1
O=C(CN1CCCCC1)Nc1ccc(NC(=O)c2ccccc2Cl)cc1Cl | 2 | 0 | -10 | 7 | 16 | 8 | 18 | 0 | -1
O=C(Cn1nc(-c2ccc(Cl)cc2)ccc1=O)NCC1CCCO1 (centres undefined) | 17 | 0 | 51* | 1 | 16 | -13 | 6 | -1 | 2
Cc1cccc(N(CC(=O)NC2CCCCC2)C(=O)c2ccc(C)s2)c1 | -5 | 4 | -1 | 1 | 7 | 1 | 1 | -3 | -1
CCN(Cc1ccccc1)S(=O)(=O)c1ccc(C(=O)Nc2nnc(C3CC3)o2)cc1 | -4 | 4 | -11 | 7 | 16 | 3 | 5 | / | -1
CN(CC(=O)NC1CCCc2ccccc21)S(=O)(=O)c1cccs1 (centres undefined) | -2 | 4 | -8 | -5 | 7 | -5 | -5 | 2 | -1
O=C(O)c1cc(NC(=O)c2ccc(Cl)c([N+](=O)[O-])c2)cc(C(=O)O)c1 | 1 | 2 | 2 | 8 | / | -9 | -2 | 1 | 0
O=C(Nc1ccc2c(c1)OCO2)C1CCN(Cc2cnn(-c3ccccc3)c2-n2cccc2)CC1 | -8 | 0 | -23 | 6 | -2 | 17 | -12 | 3 | 3
Oc1ccc2ccccc2c1C=Nc1ccccc1 | 0 | -7 | -4 | 11 | 9 | 5 | 0 | -3 | 14
CC1(C)CC(=O)C2=C(C1)OC(N)=C(C#N)C21CCC2(CC1)OCCO2 | -5 | 4 | -25 | 3 | 11 | 8 | 5 | 0 | 2
O=C(CCCOc1ccccc1)NCC1CCCO1 (centres undefined) | 0 | 12 | 5 | 1 | 13 | 5 | 6 | -3 | 14
CCC(C)[C@H](NC(=O)NCc1ccccc1Cl)C(=O)OC (some centres undefined) | 0 | 2 | -12 | 3 | 6 | 12 | -3 | -2 | 0
COc1cc2c(cc1OC)C(C)N(C(=O)c1sc(-c3cnccn3)nc1C)CC2 (centres undefined) | -5 | -2 | 1 | 14 | 2 | 3 | 0 | -1 | -2
Cc1ccc(S(=O)(=O)CC(CN2CCCCC2)N2CCCCC2)cc1 (centres undefined) | -18 | -1 | -9 | 18 | 0 | 4 | -6 | -4 | -1
COCCCNC(=O)c1cc2cc([N+](=O)[O-])cc(OC)c2oc1=O | -11 | -7 | 1 | 17 | 10 | -2 | 3 | -2 | -1
COC(=O)Nc1ccc(S(=O)(=O)N2CCCC(C(=O)Nc3cccc4c3OCCO4)C2)cc1 (centres undefined) | -2 | 3 | 4 | 1 | 2 | -4 | 5 | -2 | 1
COC(=O)NCC(c1ccco1)N1CCN(c2ccccc2)CC1 (centres undefined) | 2 | -4 | -7 | 16 | 8 | -18 | -3 | 5 | 2
O=c1[nH]c2ccccc2c(=O)n1CCCO | 0 | 1 | -5 | 3 | 9 | 3 | 12 | 5 | 0
O=C(CSc1nnnn1-c1ccccc1)c1cc2ccccc2oc1=O | 0 | -114 | -7 | 1 | 5 | 6 | -2 | -1 | 2

Some entries already given, showing only hK5 inh.
Compound | hK5 inh
O=c1[nH]c2ccccc2c(=O)n1CCCO | -5
O=C(CSc1nnnn1-c1ccccc1)c1cc2ccccc2oc1=O | -7

(next part)
SMILES | Thrombin inh | Runt-SMMHC FRET | hK5 inh | Hck Nef HTS | FXIIa inh | 14-3-3 Bad inh | FXIa inh 1536 | Wee1 degr inh | Runt-CBFb FRET
Cc1cc(C)nc(SCc2cnc(C)nc2N)n1 | -6 | 2 | 4 | 22 | 11 | -1 | 16 | 0 | 2
Nc1ccc2nn(-c3ccccc3)nc2c1 | -12 | -12 | -9 | 21 | -5 | -3 | -8 | 4 | 8
O=C(c1ccco1)N1CCN(C(=O)c2[nH]ncc2[N+](=O)[O-])CC1 | -11 | 0 | -18 | 2 | 9 | 9[fluorescence artefact?] | 4 | -3 | -2
O=C(NCCc1ccccc1)Nc1cccc(Cl)c1 | 1 | -2 | -4 | 4 | 24 | -4[fluorescence artefact?] | 3 | -3 | 0
CCN(CC)C(=O)CSc1nnc([C@@H](N)C(C)C)o1 | -3 | -1 | 1 | 12 | 5 | 1 | -2 | 4 | 1
CCOC(=O)N1CCN(c2c(NCCCN(CC)c3cccc(C)c3)c(=O)c2=O)CC1 | 1 | -2 | -24 | 0 | 19 | -14 | -3 | -2 | 3
COC(=O)c1cc(NC(=O)CN(c2ccc(OC)cc2)S(=O)(=O)c2ccc(F)cc2)ccc1Cl | 0 | 3 | -11 | 3 | 9 | -2 | -2 | 4 | -5
Nc1c(C(=O)O)sc2nc(-c3ccccc3)c3c(c12)CCCC3 | -7 | 8 | -7 | 0 | 3 | -12 | -3 | 0 | 6
CCc1ccc(-c2ccc(SCc3ccccn3)nn2)cc1 | -5 | -6 | -33 | 12 | -10 | -6 | -8 | 9.1* | -8
Cc1nc(=O)c(-c2ccccc2)c(C)n1CCCO | 4 | -1 | -5 | -1 | 19 | 90* | 3 | -3 | -3
CC(C)C(=O)Nc1ccc(-c2ccc3nncn3n2)cc1 | 1 | -1 | -6 | -30 | 3 | -17 | -5 | 5 | -2
NC(=O)c1ccccc1NC(=O)Nc1cccc2ccccc12 | -14 | -1 | -7 | 19 | 9 | -14 | -3 | 2 | 8
Nc1nc(N2CCCCC2)nc(N2CCCCC2)n1 | 2 | 2 | 0 | -17 | 8 | 4[fluorescence artefact?] | 1 | -2 | -1
O=C(Nc1nnc(-c2ccccc2)o1)c1cccc(N2C(=O)CCC2=O)c1 | -6 | -1 | -15 | 3 | 6 | -9 | 2 | 3 | 0
Cn1c(=O)cc(SCC(=O)Nc2ccc3c(c2)OCO3)c2ccccc21 | -4 | -1 | -13 | -1 | 8 | 1 | -4 | 2 | -2
N=c1c2c3c(sc2nc2n1CCC2)CCCC3 | -10 | 2 | -20 | -1 | -6 | -9[fluorescence artefact?] | -6 | -1 | -1
Cc1ccccc1N(C(=O)c1csnn1)C(C(=O)NC(C)(C)C)c1ccncc1 (centres undefined) | -8 | 2 | 0 | 20 | 6 | -2 | -3 | -1 | 2
COc1cc2c(cc1OC)C(C(=O)N1CCN(c3ccccc3)CC1)C(c1cccs1)N(C)C2=O (centres undefined) | -8 | -2 | -25 | 1 | 9 | 5[fluorescence artefact?] | -9 | -2 | 3
O=C(O)c1ccccc1C(=O)Nc1ccccc1 | -5 | -3 | 2 | 5 | 2 | -8 | -2 | -1 | 7
Cc1cccc(NC(=S)N(C)C2(c3ccccc3Cl)CCCCC2=O)c1 (centres undefined) | -1 | 1 | 1 | 8 | 5 | -4 | 2 | -2 | 2
COc1ccc(-c2c(=O)n(OCc3nc4ccccc4[nH]3)c3ccccc3[n+]2[O-])cc1 | -1 | -8 | 1 | -149 | 9 | 3 | 6 | -3 | -27
O=C(Nc1cccc(Cl)c1)NC1CCCCC1 | -11 | 4 | -22 | 0 | -9 | -11[fluorescence artefact?] | -6 | 6 | -2
CCCCOc1ccc(C2CC(=O)NC2=O)cc1 (centres undefined) | 4 | -5 | 6 | 0 | 17 | 3 | 10 | 1 | 1
O=C(NNS(=O)(=O)Cc1ccccc1)c1ccc([N+](=O)[O-])cc1 | -1 | 3 | 2 | 20 | 9 | -4 | 1 | -2 | 0
COc1ccc(/C=C(/CC(=O)Nc2ccccc2)c2nc3ccccc3s2)cc1 | -3 | -1 | -2 | 2 | 8 | 1[fluorescence artefact?] | 6 | -5 | 0

Taken from the listing, four compounds:
SMILES | Thrombin inh | Runt-SMMHC FRET | hK5 inh | Hck Nef HTS | FXIIa inh | 14-3-3 Bad inh | FXIa inh 1536 | Wee1 degr inh | Runt-CBFb FRET
Cc1cc(C)nc(SCc2cnc(C)nc2N)n1 | -6 | 2 | 4 | 22 | 11 | -1 | 16 | 0 | 2
Nc1ccc2nn(-c3ccccc3)nc2c1 | -12 | -12 | -9 | 21 | -5 | -3 | -8 | 4 | 8
O=C(c1ccco1)N1CCN(C(=O)c2[nH]ncc2[N+](=O)[O-])CC1 | -11 | 0 | -18 | 2 | 9 | 9[fluorescence artefact?] | 4 | -3 | -2
O=C(NCCc1ccccc1)Nc1cccc(Cl)c1 | 1 | -2 | -4 | 4 | 24 | -4[fluorescence artefact?] | 3 | -3 | 0

Continuation.
SMILES | Thrombin inh | Runt-SMMHC FRET | hK5 inh | Hck Nef HTS | FXIIa inh | 14-3-3 Bad inh | FXIa inh 1536 | Wee1 degr inh | Runt-CBFb FRET
Cc1[nH]n(-c2ccc(F)cc2)c(=O)c1/C=N/c1sc2c(c1C#N)CCCC2 | 0 | -3 | 0 | -1 | 21 | 81* | 4 | 2 | 4
CN1C=C/C(=C\c2cc[n+](C)c3ccccc23)c2ccccc21 | 4 | 4 | -10 | -4 | 15 | 26 | 0 | -1 | /
Nc1ccc2c(c1)Nc1ccccc1CC2 | -9 | -2 | 1 | 30 | 7 | -11 | -2 | 0 | 4
CC(=O)c1c(C)n([O-])c2ccc(C)cc2[n+]1=O | -7 | -5 | -14 | -1 | 8 | -15 | -8 | -3 | -3
CC1CN(S(=O)(=O)N2CCOCC2)CCN1S(=O)(=O)N1CCOCC1 (centres undefined) | -8 | 0 | -5 | -32 | / | 2 | -4 | 0 | -1
COC(=O)CNC(=O)c1cccc(Cl)c1 | -7 | -3 | -2 | -7 | 5 | -2 | 0 | -2 | -2
Cc1ccc(CN2CCC(C(=O)NCCC(C)C)CC2)o1 | -3 | -3 | -2 | -5 | 12 | 9[fluorescence artefact?] | 15 | -1 | -3
